CXCR6 block: inhibitors of human CXCR6 receptor | CHO-K1 PathHunter CXCR6 beta-arrestin, luminescence | AID 602244 | actives 0.36% (n = 360,000) | O00574 | inhibition, % at 20 µM; in the data active = inhibition above about 34%, passing the limit was not always enough;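 also: antagonist mode with CXCL16 agonist at 10 nM final; 0% = 10 nM CXCL16 with DMSO and 100% = unstimulated wells without agonist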
Target sequence (O00574 whole entry, looked up): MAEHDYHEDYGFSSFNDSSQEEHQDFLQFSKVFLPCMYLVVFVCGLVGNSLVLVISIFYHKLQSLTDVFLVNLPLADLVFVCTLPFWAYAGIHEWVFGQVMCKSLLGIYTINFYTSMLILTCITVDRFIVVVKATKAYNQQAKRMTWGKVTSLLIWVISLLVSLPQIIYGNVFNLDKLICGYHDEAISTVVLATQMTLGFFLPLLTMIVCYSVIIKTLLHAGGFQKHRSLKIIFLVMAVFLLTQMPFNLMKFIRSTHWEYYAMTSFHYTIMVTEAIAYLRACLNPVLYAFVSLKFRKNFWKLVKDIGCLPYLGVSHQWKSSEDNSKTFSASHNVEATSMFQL
EBI2 antag: EBI2 (human) antagonism | actives 0.81% (n = 360,000) | EBI2 beta-arrestin recruitment, luminescence, 7a,25-OHC stimulated | inhibition, % at 5 µM | P32249 | AID 651636; in the data active = inhibition above about 38%;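 also: enzyme fragment complementation signal reports receptor beta-arrestin coupling in cells; 0% = agonist plus DMSO wells and 100% = wells without agonist; some results beyond the cut were filed as inactive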
Target sequence (P32249 whole entry, looked up, the tested form may be a part): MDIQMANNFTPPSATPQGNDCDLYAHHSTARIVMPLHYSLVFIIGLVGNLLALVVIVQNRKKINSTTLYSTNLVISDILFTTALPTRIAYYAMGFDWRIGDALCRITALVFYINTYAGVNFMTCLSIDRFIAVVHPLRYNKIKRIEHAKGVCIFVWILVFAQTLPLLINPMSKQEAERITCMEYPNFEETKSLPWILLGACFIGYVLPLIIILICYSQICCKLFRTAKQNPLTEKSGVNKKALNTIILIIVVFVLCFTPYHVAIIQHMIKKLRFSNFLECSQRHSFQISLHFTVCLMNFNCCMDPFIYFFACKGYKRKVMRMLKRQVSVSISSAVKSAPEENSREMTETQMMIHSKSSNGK
Numbers without * were called inactive. These rows are one share of the data; rates above refer to the full screens.

The line under a structure holds: CXCR6 block	EBI2 antag
- Cc1ccc(-n2c(SCC(=O)NC3CCS(=O)(=O)C3)nc3ccccc3c2=O)c(C)c1 (configuration not stated)
    11.4	0.3
- CC(C)C1CC2=C(C(=O)OC(C)(C)O2)C(c2ccc(Cl)cc2)O1 (configuration not stated)
    5.1	-1.0
- O=C(Nc1ccc2c(c1)OCCO2)C(c1cc2ccccc2o1)N1CCC(Cc2ccccc2)CC1 (configuration not stated)
    -4.0	12.6
- Cc1c(C(=O)NNC(=O)c2csc(N3CCOCC3)n2)oc2ccc(Br)cc12
    1.0	-0.3
- Cn1c(NCc2ccc3occc3c2)nc2cc(-c3cccc(C(F)(F)F)c3)sc2c1=O
    -2.2	8.0
- CCCNC(=O)C1(C)CCCN(C(=O)c2cc(C)nn2C(C)(C)C)C1 (configuration not stated)
    -1.8	-14.4
- COc1ccc(-c2ccc3[nH]c4c(c3c2)CCN2C[C@@H]([C@H](C)O)[C@@H](N(C)C(=O)Nc3cc(Cl)cc(Cl)c3)C[C@@H]42)cc1
    -11.8	12.5
- O=C(NC(=S)Nc1cc(Cl)ccc1Cl)c1ccco1
    23.9	-4.4
- CCOC(=O)[C@]12CCC=C1N(CCC1=CCCCC1)C(=O)[C@H](CC(=O)NCCC(C)C)C2
    -6.2	-2.4
- FC(F)(F)c1ccc(-c2nc3ccccc3s2)cc1
    -2.4	-4.5
- O=C(c1ccco1)N1CCN(C(=O)c2ccco2)CC1
    8.1	-6.7
- CCCN(C)C1CN(Cc2cn(Cc3ccc(C)cc3)nn2)S(=O)(=O)C1 (configuration not stated)
    -2.8	-4.0
- COc1ccc(S(=O)(=O)N2CCOCC2)cc1NC(=O)c1ccc(SC)cc1OC
    -3.8	21.2
- CC1(C(=O)NCC2CCCCC2)CCN1C(=O)Cc1ccc(-c2ccccc2)cc1 (configuration not stated)
    4.2	-9.2
- OCCCN1CNC(=S)NC1
    -10.2	-6.0
- COc1ccc(-n2nnnc2C2c3ccccc3C(=O)N2C2CCN(Cc3ccccc3)CC2)cc1 (configuration not stated)
    -0.7	-5.3
- CC(C)Cc1ccc(-c2ccc3nccn3c2)cc1
    -8.5	-5.6
- O=C(Nc1ccc2c(c1)OCO2)C1Cc2c(-c3ccccc3Oc3ccccc3)ccnc2O1 (configuration not stated)
    -4.1	5.7
- COCCNc1nc2cc(-c3ccccc3C)sc2c(=O)n1C
    7.4	0.4
- CCCCn1c(N)c(N(CC(C)C)C(=O)CC(NC(=O)c2ccccc2Cl)c2ccccc2)c(=O)[nH]c1=O (configuration not stated)
    -2.1	-3.4
- C[C@H](CO)N1C[C@H](C)[C@H](CN(C)C(=O)c2ccc(N3CCN(C)CC3)cc2)OCc2cnnn2CCCC1=O
    0.9	-12.5
- COc1ncnc2c1ncn2CCCNCCN1CCOCC1
    -10.4	2.1
- COc1ccc(C2OC(CCc3ccccc3)CC3=C2C(=O)OC(C)(C)O3)cc1 (configuration not stated)
    12.3	-1.4
- CN(C)C1CCCCC=CC(=O)NC1 (configuration not stated)
    4.9	-11.2
- O=C(Nc1ccccc1)C1Cc2c(-c3cccc(F)c3)ccnc2O1 (configuration not stated)
    -0.6	-11.2
- C[C@@H]1CCCCO[C@@H](CN(C)C(=O)Nc2ccccc2)[C@@H](C)CN([C@H](C)CO)C(=O)c2cc(N(C)C)ccc2O1
    -0.8	-12.1
- CCCCC(=O)N(C)c1c(CC)nc2c(OCC(=O)c3ccc(Cl)cc3Cl)cccn12
    -4.5	4.0
- COc1cccc(C(c2nnnn2-c2c(C)cccc2C)N2CCN(C/C=C/c3ccccc3)CC2)c1OC (configuration not stated)
    26.4	22.4
- CCc1nc2c(OCC(N)=O)cccn2c1N(C)C(=O)c1ccc(OC)cc1
    -2.2	-7.0
- COC(=O)[C@]12CCCCC=C1N(Cc1ccc(Cl)cc1Cl)C(=O)[C@H](CC(=O)NCC13CC4CC(CC(C4)C1)C3)C2
    18.1	24.7

Continuation:
The line under a structure holds: CXCR6 block	EBI2 antag
- CCCNC(=O)C1(C)CCCN(Cc2cccn2C)C1 (configuration not stated)
    -13.6	-9.8
- CCCCN(C=O)c1c(CC)nc2ccc(C(=O)N3CCN(c4ccccc4)CC3)cn12
    -2.0	-1.1
- CC1(C(=O)NS(=O)(=O)c2ccccc2)CCN1C(=O)Cc1cccs1 (configuration not stated)
    -7.6	-6.9
- COc1ccc2cc(C3=CC(=O)CC(C)(C)C3=O)ccc2c1
    -1.9	11.9
- COC(=O)c1csc(-c2ccc(CO)o2)n1
    4.7	3.9
- CC(NC(=O)c1c(N)[nH]c(C(=O)c2ccccc2)c1-c1ccccc1Br)c1cccc2ccccc12 (configuration not stated)
    -2.7	14.4
- CN(C)C(=O)c1cccc(COc2ccc(N3C(N)=NC(N)=NC3(C)C)cc2Cl)c1
    -4.3	-4.9
- CN(C)CCNC(=O)c1cccc(-c2cnc3c(NC=O)cc(-c4cc(F)c(F)c(F)c4)cn23)c1
    -6.1	-0.3
- CC1(C(=O)NS(=O)(=O)c2ccc(C#N)cc2)CCN1C(=O)Cc1cccc2ccccc12 (configuration not stated)
    2.5	7.1
- CC1=C(C(=O)N2CCCCCC2)CC(CC(=O)NC2CC2)C(=O)N1Cc1ccccc1 (configuration not stated)
    2.8	-1.3
- Cc1cccc(OC(=O)Nc2ccc(C(=O)O)c(O)c2)c1
    -3.0	2.1
- CC1CN(S(=O)(=O)c2cccc(C(=O)Nc3ccc(N4CCCCC4)cc3)c2)CC(C)O1 (configuration not stated)
    -5.2	4.2
- OC(c1ccc(-c2ccccc2)cc1)c1ncc(-c2ccccc2Cl)[nH]1 (configuration not stated)
    -5.6	8.3
- Cc1ccc2nc(-c3ccc(C#N)cc3)c(Cc3ccccc3)n2c1
    25.8	32.2
- CC(=O)c1ccc(OCc2nnn(CC(=O)NS(=O)(=O)Cc3ccccc3)c2-c2ccccc2)cc1
    -0.4	6.0
- O=C(CSc1ccc(Cl)cc1)NC1CC1
    -2.1	-0.5
- COC(=O)[C@@]1(Cc2ccc(F)cc2)[C@H]2c3cc(C(=O)N4CCCC4)n(Cc4ccc(Cl)c(C(F)(F)F)c4)c3C[C@H]2CN1C(=O)c1ccccc1
    4.0	-1.7
- COc1cccc(-c2cc(CNC(=O)[C@H]3O[C@@H](n4cnc5c(N)ncnc54)[C@H](O)[C@@H]3O)no2)c1
    3.5	4.8
- C[C@H](CO)N1C[C@H](C)[C@H](CN(C)C(=O)Cc2ccncc2)Oc2ncc(Br)cc2C1=O
    -1.7	-7.7
- COc1cc(C(=O)N2CCC2(C)C(=O)NC(C)C)cc(OC)c1OC (configuration not stated)
    -0.4	-7.0
- CCOC(=O)C1(C)CCCCN1C(=O)c1ccco1 (configuration not stated)
    -7.1	3.5
- CN(C)CCNc1nc(Oc2ccccc2)c2sccc2n1
    5.7	-7.3
- CCOc1ccccc1-n1nnnc1SCC(=O)N(C)C1CCS(=O)(=O)C1 (configuration not stated)
    -0.2	-8.7
- CCOC(=O)C1=CCC(c2ccc(C)cc2)N(S(=O)(=O)c2ccc(C)cc2)C1 (configuration not stated)
    0.4	-2.4
- CCCCN1C(=O)C(CC(=O)NC2CCCCC2)CC(C(=O)N2CCCCCC2)=C1C (configuration not stated)
    0.2	-0.7
- CCCCCCN1C[C@@H](n2cc(-c3ccc(F)cc3)nn2)[C@H](O)C[C@@H]1c1ccc(Cl)cc1
    -7.7	18.9
- OC[C@@H]1CN(Cc2cccc(C(F)(F)F)c2)C[C@H](n2cnc3c(NCc4ccco4)ncnc32)O1
    -5.5	4.3
- O=C(NCCc1ccccc1)C1Cc2c(-c3ccc(Cl)cc3)ccnc2O1 (configuration not stated)
    2.9	3.7
- Cc1ccccc1C(=O)NC1CC2CCCC(C1)N2CC(C)C (configuration not stated)
    3.4	-1.3
- CSc1ncnc2c1ncn2CCCN1CCN(c2ncccn2)CC1
    -2.9	-4.0

Next part.
The line under a structure holds: CXCR6 block	EBI2 antag
- COC(=O)[C@@]1(Cc2ccc(F)cc2)[C@H]2c3cc(C(=O)N4CCCC4)n(Cc4cc(C)n(C)n4)c3C[C@H]2CN1C(=O)c1ccccc1
    11.4	1.1
- COc1ccccc1-c1ncn(Cc2cccc(-c3ccccc3)c2)c1CC(C)C
    15.2	6.7
- CCOC(=O)C1(C)CCCCCN1C(=O)c1ccc(N(C)C)cc1 (configuration not stated)
    -1.1	5.8
- CCOC(=O)C(C)Oc1cccc2c(=O)n(CC(=O)Nc3ccc(OC)cc3)ccc12 (configuration not stated)
    -3.9	-5.7
- CCOc1ccc(CCN2C(=O)C(=O)N([C@@H](CC(C)C)CN3CCC[C@H]3CN3C(=O)C(=O)NC[C@@H]3Cc3ccc(O)cc3)C[C@@H]2CC(C)C)cc1
    -1.2	-2.5
- CCc1nc2ccc(C(=O)NCCCn3ccnc3)cn2c1N(CC)CCN(C)C
    -1.7	-5.5
- C[C@H](O)[C@@H]1CN2CCc3c([nH]c4ccccc34)[C@@H]2C[C@@H]1N(C)Cc1cc(Cl)cc(Cl)c1
    2.4	8.8
- CCC(C)[C@H](N)C(=O)N[C@H]1CCC2C3CC=C4C[C@@H](O)CC[C@]4(C)C3CC[C@@]21C (some centres not stated)
    -5.2	0.9
- CCNC(=O)c1cc2c(c(-c3cccc(-c4cncnc4)c3)n1)[C@H](CCO)N(C(C)=O)C2
    -8.2	1.1
- CCNC(=O)C1CCCN(C(=O)c2ccc(OC)cc2)CC1 (configuration not stated)
    -0.1	-1.0
- Cc1ccc(/C(O)=C2\C(=O)C(=O)N(C)C2c2ccccc2)cc1 (configuration not stated)
    -0.3	-1.6
- O=C(Nc1ccc2c(c1)OCO2)c1cc(C2CCCCN2C(=O)c2ccc3c(c2)CCO3)on1 (configuration not stated)
    -6.9	0.9
- CCCN1CCN(C(=O)c2ccc(CS(=O)c3ccc(Br)cc3)o2)CC1 (configuration not stated)
    -3.0	-9.8
- COc1cc(OC)c(C2C=CC(=O)CC2)c(OC)c1 (configuration not stated)
    1.9	-0.8
- Cc1ccccc1C(=O)N1CCC1(C)C(=O)NC(C)C (configuration not stated)
    -2.2	-12.5
- CC1(C(=O)NS(=O)(=O)c2ccc(C#N)cc2)CCN1C(=O)c1ccccc1CCc1ccccc1 (configuration not stated)
    -0.8	-13.4
- CC(=O)Nc1cncc(-c2cnn(CC(C)C)c2)n1
    2.9	1.1
- CN(C)C(=O)Nc1ccc(Cl)c(Cl)c1
    -4.3	0.8
- O=C(Nc1ccc2c(c1)OCCO2)c1[nH]c(C(F)(F)F)nc1-c1ccccc1
    0.9	-3.2
- CCOC(=O)C(=O)NCC1CCCN1S(=O)(=O)c1cccs1 (configuration not stated)
    -3.1	-1.3
- C[C@@H]1CN([C@@H](C)CO)S(=O)(=O)c2ccc(-c3ccc(C#N)cc3)cc2O[C@@H]1CN(C)Cc1ccccn1
    3.3	-2.3
- COC(=O)c1cccc(NC(=O)/C(=C\c2ccco2)NC(=O)c2ccco2)c1
    -1.7	4.7
- CC(C)c1cccc(-c2csc(C(O)c3cccc(Cl)c3)n2)c1 (configuration not stated)
    -5.7	-10.9
- CCCS(=O)(=O)NC(=O)C1(C)CCCN(C(=O)c2ccc3snnc3c2)C1 (configuration not stated)
    -0.6	-6.2
- O=C(NCc1cccnc1)c1cc(C2CCCCN2S(=O)(=O)Cc2ccccc2)on1 (configuration not stated)
    -3.2	-8.1
- CCCCCC(=O)N1C[C@@H](O)[C@H](n2cc(-c3ccc(F)cc3)nn2)C[C@@H]1c1ccc(Cl)cc1
    -0.5	29.4
- Cc1cc2nc(-c3nnnn3Cc3ccccc3)c(=O)[nH]c2cc1C
    -2.2	5.5
- Nc1[nH]c(C(=O)c2ccccc2)c(-c2ccncc2)c1C(=O)NCc1cccc2ccccc12
    20.7	26.1
- COCCCN1C(=O)C(CC(=O)NCCCN(C)C)CC(C(=O)N2CCOCC2)=C1C (configuration not stated)
    -5.2	-0.6
- COc1ccc(OCCNC(=O)C2(C)CCN2Cc2ccc3ccccc3c2)cc1 (configuration not stated)
    -6.7	8.3

3 compounds out of the list above, sorted by the number in EBI2 antag, largest number first.
The line under a structure holds: CXCR6 block	EBI2 antag
- COCCCN1C(=O)C(CC(=O)NCCCN(C)C)CC(C(=O)N2CCOCC2)=C1C (configuration not stated)
    -5.2	-0.6
- COc1cc(OC)c(C2C=CC(=O)CC2)c(OC)c1 (configuration not stated)
    1.9	-0.8
- CC1(C(=O)NS(=O)(=O)c2ccc(C#N)cc2)CCN1C(=O)c1ccccc1CCc1ccccc1 (configuration not stated)
    -0.8	-13.4

Further records
The line under a structure holds: CXCR6 block	EBI2 antag
- CC1(C)OC(=O)C2=C(C[C@@H](C3CCCC3)O[C@@H]2c2ccc(Cl)cc2)O1
    6.4	-3.4
- COc1cccc(C(NC(C)=O)c2nc(-c3cccc(C(=O)O)c3)cs2)c1 (configuration not stated)
    -4.0	-15.3
- O=NN(CCCl)C(=O)NCCc1cccc[n+]1[O-]
    -9.2	-11.8
- COC(=O)[C@@H](NS(=O)(=O)c1cc(Br)ccc1Br)C(C)C
    10.9	6.9
- CCCCN1C(=O)C(CC(=O)NCCN2CCOCC2)CC(C(=O)N(CC)CC)=C1C (configuration not stated)
    2.5	-0.2
- COc1cccc(-c2oc3c(c2C(=O)OCCN(C)C)C(O)CCC3)c1 (configuration not stated)
    0.9	-3.6
- CC(C)C1C(=O)N(Cc2cn(CCC3OCCO3)nn2)CCS(=O)(=O)N1Cc1ccc(-c2ccccc2C(F)(F)F)cc1 (configuration not stated)
    4.0	12.5
- COc1cccc(-c2ccc(NC(=O)C3CCCN(Cc4cccc(C)n4)C3)cc2)c1 (configuration not stated)
    2.1	0.0
- CCCCN1C(=O)C(CC(=O)NC2CCCC2)CC(C(=O)N2CCCCCC2)=C1C (configuration not stated)
    6.9	-3.2
- CN(c1ccc(C(=O)NCC2CCCO2)cc1)S(=O)(=O)c1ccc(Cl)cc1 (configuration not stated)
    -3.0	-12.4
- COc1cc(Cl)c(CNC[C@H]2O[C@@H](n3cnc4c(=O)[nH]c(N)nc43)[C@H](O)[C@@H]2O)c(Cl)c1O
    -8.6	1.5
